Wnt act – activates Wnt/beta-catenin signaling in a reporter cell assay. activation, % at 9.35 µM. AID 743398. 300,000 compounds, 1.2% hits. activator, plate reader; in the data active = activation above about 30%, passing the limit was not always enough;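 note: 0% = neutral control wells and 100% = positive control wells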
phage Ecoli inh – E. coli growth loss with phage present. growth absorbance. 360,000 compounds, 0.26% hits. inhibition, % at 11.9 µM; in the data active = inhibition above about 11%
* marks the source's active call; other numbers are inactive results; & = joins results of further samples. Not all compounds are listed (hit frequency here may not be typical).

Values run as follows: Wnt act	phage Ecoli inh
- CCC(c1nnnn1-c1ccc2c(c1)OCCO2)N1CCN(C(=O)C2CCCO2)CC1 (stereo unspecified)
  1	1.8
- COc1ccc(N2CCN(c3cc(C(=O)NC4CCCCC4)ncn3)CC2)cc1OC
  0	2.0
- CN(C)CCNC(=O)c1cccc(-c2cnc3c(NC=O)cc(-c4ccc(C(=O)N5CCOCC5)cc4)cn23)c1
  -4	2.7
- COCCNc1nc2cc(-c3ccc(C)cc3)sc2c(=O)n1C
  -1	-0.2
- COC(=O)c1cc2c(c3c4ccccc4n(S(=O)(=O)c4cccc(C)c4)c13)C(=O)N(C)C2
  0	-0.5
- CC1(C)CCCC2(C)C1CCC1(C)OC(=O)CCC12 (stereo unspecified)
  -1	4.2
- CCc1nc2c(OCc3ccccc3C(=O)OC)cccn2c1N(C)C(=O)Nc1ccccc1OC
  0	4.2
- CCCCn1nnnc1C(CCSC)N1CCN(C/C=C/c2ccccc2)CC1 (stereo unspecified)
  -1	2.0
- O=C(NCc1ccc(F)cc1)c1cc(C2CCCCN2C(=O)CCc2ccccc2)on1 (stereo unspecified)
  -6	3.4
- C=C(C)[C@@H]1C2=CC(C(=O)OC)=C(C[C@H](C(=C)C)[C@H]3O[C@H]3C3=C[C@H]1OC3=O)O2
  -2	4.5
- CC1(C(=O)NCc2ccc3c(c2)OCO3)CCN1C(=O)CCc1ccc(Cl)cc1Cl (stereo unspecified)
  -5	-1.6
- CCc1nc2c(OCc3ccccc3C(=O)OC)cccn2c1N(C)C(=O)c1cccc(OC)c1
  -2	2.6
- CC(C)(C)OC(=O)N1CCC[C@H]1C(=O)NCc1ccc(F)cc1F
  -2	0.1
- COc1ccc(OC)c(CN2C(=O)CN(S(C)(=O)=O)CC2(C)C(=O)NC(C)C)c1 (stereo unspecified)
  1	1.8
- CC(=O)Nc1ccc(S(=O)(=O)N2CCN(c3ccc(C(C)=O)cc3)CC2)cc1
  -4	2.0

Molecules shown so far with fluorine (2):
Values run as follows: Wnt act	phage Ecoli inh
- O=C(NCc1ccc(F)cc1)c1cc(C2CCCCN2C(=O)CCc2ccccc2)on1 (stereo unspecified)
  -6	3.4
- CC(C)(C)OC(=O)N1CCC[C@H]1C(=O)NCc1ccc(F)cc1F
  -2	0.1

Continued.
Values run as follows: Wnt act	phage Ecoli inh
- COc1ccccc1-c1cn(CC[C@H]2CC[C@@H](NS(=O)(=O)c3ccccc3C)[C@@H](CO)O2)nn1
  -3	3.2
- CO[C@H]1CN(C)C(=O)c2cc(NC(=O)c3cc(C)on3)ccc2OC[C@@H](C)N(C(=O)C2CC2)C[C@H]1C
  -3	8.3
- OC[C@@H]1CN(Cc2ccc(-c3ccccc3)cc2)C[C@H](n2cnc3c(N4CCOCC4)ncnc32)O1
  -3	3.3
- CC1(C(=O)NCc2cccc3ccccc23)CCN1C(=O)C1(c2ccccc2)CC1 (stereo unspecified)
  -4	2.3
- COC(=O)c1cc2c(c3c4cc(OC)ccc4n(C(=O)c4ccccc4)c13)C(=O)N(C1CCCCC1)C2
  -3	4.0
- CCOc1ccc(CCN2C(=O)C(=O)N([C@@H](Cc3ccc(O)cc3)CN3CCC[C@H]3CN3C(=O)C(=O)NC[C@@H]3Cc3ccc(O)cc3)C[C@@H]2Cc2ccccc2)cc1
  -1	4.0
- CCCCc1c(-c2ccccc2OC)ncn1C1CCCC1
  -3	-1.8
- CCCNC(=O)c1cc(C2CCCCN2C(=O)c2ccc(C(C)C)cc2)on1 (stereo unspecified)
  0	-0.3
- CC1(C)OC(=O)C2=C(C[C@@H](C3CC3)O[C@@H]2C2CC2)O1
  0	3.9
- CCCCOCCCNC(=O)C[C@@H]1C[C@@]2(C(=O)OC)CCCCC=C2N(Cc2ccc(Cl)cc2Cl)C1=O
  0	2.0
- CC(=O)c1cccc(-c2ccnc3c2CC(C(=O)Nc2ccc(Cl)cc2)O3)c1 (stereo unspecified)
  -2	0.9
- CCCNC(=O)N[C@H]1CC[C@@H](CCn2cc(-c3cccc(F)c3)nn2)O[C@@H]1CO
  3	3.2
- CN(C)c1ccc(-c2ccnc3c2CC(C)(C(=O)NCc2cccc(Cl)c2)O3)cc1 (stereo unspecified)
  -2	3.1
- COCCN1C[C@@H](CO)O[C@@H](n2cnc3c(NCc4cc(OC)c(OC)c(OC)c4)ncnc32)C1
  -4	-1.6
- OC(c1ccc(Cl)c(F)c1)c1ncc(-c2ccccc2Cl)[nH]1 (stereo unspecified)
  -1	1.9

Profiles, quoted from the list. Values in the order: Wnt act | phage Ecoli inh
Record of COCCN1C[C@@H](CO)O[C@@H](n2cnc3c(NCc4cc(OC)c(OC)c(OC)c4)ncnc32)C1 = -4 | -1.6
Record of COc1ccccc1-c1cn(CC[C@H]2CC[C@@H](NS(=O)(=O)c3ccccc3C)[C@@H](CO)O2)nn1 = -3 | 3.2
Record of CCOc1ccc(CCN2C(=O)C(=O)N([C@@H](Cc3ccc(O)cc3)CN3CCC[C@H]3CN3C(=O)C(=O)NC[C@@H]3Cc3ccc(O)cc3)C[C@@H]2Cc2ccccc2)cc1 = -1 | 4.0
Record of CC1(C(=O)NCc2cccc3ccccc23)CCN1C(=O)C1(c2ccccc2)CC1 (stereo unspecified) = -4 | 2.3

Other results follow.
Values run as follows: Wnt act	phage Ecoli inh
- CC(=O)NC(c1ccccc1)c1nc(-c2cccc(C(C)C)c2)cs1 (stereo unspecified)
  -1	3.7
- COCCN1C[C@@H](CO)O[C@@H](n2cnc3c(N4CCN(CCO)CC4)ncnc32)C1
  -3	0.8
- C=CCCC1CN(Cc2ccc(OC)cc2)S(=O)(=O)c2c(cccc2N2CCCCC2)O1 (stereo unspecified)
  -3	2.0
- CC1(C(=O)NS(=O)(=O)c2ccccc2Cl)CCN1C(=O)CC1CCCC1 (stereo unspecified)
  -2	3.5
- CCc1nc2ccc(C(=O)N3CCN(C(C)=O)CC3)cn2c1N(CC)C(=O)NCCc1ccccc1
  0	3.7
- CCOC1=C2[C@H]([C@H]3C(=O)N(c4ccccc4)C(=O)[C@H]3C1)[C@@H](C(C)C)N(S(=O)(=O)c1ccc(C)cc1)[C@H]2c1ccccc1
  -2	0.3
- COc1ccc(-n2nnnc2C2(C)CCC(=O)N2Cc2ccccc2)cc1 (stereo unspecified)
  -2	0.6
- Cc1nc2c(OCc3ccc(Cl)cc3Cl)cccn2c1N(C)CC1CC1
  -4	-1.2
- CCN(CC)C(=O)c1cccc(-c2csc(C(O)c3ccc(F)cc3)n2)c1 (stereo unspecified)
  -2	3.0
- O=C(N[C@H](Cc1ccccc1)C(=O)O)[C@H]1O[C@@H](n2ccc(=O)[nH]c2=O)[C@H](O)[C@@H]1O
  2	0.8
- CC(C)(C)Nc1c(C2CCNCC2)nc2c(OCc3ccccc3)cccn12
  -2	3.5
- CCCCOc1ccc(C(=O)NC2CCCCN(C)C2=O)cc1 (stereo unspecified)
  6	3.3
- CCc1c(Cc2ccccc2)ncn1CCc1ccccc1OC
  4	2.6
- O=C(Nc1ccc(S(=O)(=O)Nc2nccs2)cc1)c1ccncc1
  -2	0.6
- CC1(C(=O)NS(=O)(=O)C2CC2)CCCN(C(=O)Cc2ccc(F)cc2)C1 (stereo unspecified)
  -1	1.9
- CCOC(=O)C1(C)CCN1C(=O)c1ccc(Cl)nc1 (stereo unspecified)
  -1	1.4
- Cc1ccccc1S(=O)(=O)N(C)C[C@@H]1OCc2cn(nn2)CCCC(=O)N([C@@H](C)CO)C[C@H]1C
  -2	-0.2
- COc1ccc(N2CCN(c3cncc(C)n3)CC2)cc1
  4	1.3
- COCOc1cccc(CN2CCC2(C)C(=O)Nc2ccc(C)c(O)c2)c1 (stereo unspecified)
  0	3.1
- COc1cccc(CNc2nc3cc(-c4ccc(F)cc4)sc3c(=O)n2C)c1OC
  -1	1.1
- O=C(NCC1CC1)C1Cc2c(-c3ccc4c(c3)OCO4)ccnc2O1 (stereo unspecified)
  -7	-0.7
- C=CCCC1CN(Cc2ccc(OC)cc2)S(=O)(=O)c2c(Oc3ccc(C(C)C)cc3)cccc2O1 (stereo unspecified)
  -4&-5	1.6&2.9
- CN(c1cccnc1)c1ccc(NC(=O)Cc2c[nH]c3ccccc23)cc1-c1cccnc1F
  -5	0.9
- Cc1cc(F)cc(-c2cc(C(=O)NCc3ccc(C(F)(F)F)cc3)[nH]n2)c1
  -6	4.9
- CC1(C(=O)NS(=O)(=O)c2ccc(F)cc2F)CCN1C(=O)c1ccccc1 (stereo unspecified)
  -7	-1.9
- Cc1ccc(F)c(S(=O)(=O)NC(=O)C2(C)CCN2C(=O)C/C=C/c2ccccc2)c1 (stereo unspecified)
  -1	0.6
- CCCC(=O)N1CCC1(C)C(=O)Nc1cccc(OC(C)C)c1 (stereo unspecified)
  -2	-1.0
- c1ccc2c(C(c3nnnn3-c3ccc4c(c3)OCCO4)N3CCCC3)ccnc2c1 (stereo unspecified)
  1	3.7
- COC(=O)C1=C(C)N(C)C(=NCc2cccc(C(F)(F)F)c2)NC1c1cccc(F)c1 (stereo unspecified)
  -4	2.6
- CN(C)C(=O)c1ccc(Cc2cn(C)c3ccccc23)nc1
  -1	1.5
- COc1ccc(-c2nc3cc(C)c(Br)c(C)n3c2Cc2ccsc2)cc1OC
  0	4.0
- NCc1csc(NC(=O)Nc2cccc(Cl)c2)n1
  8	3.6
- C[C@@H]1ON(C)[C@H]2C[C@H]3c4[nH]c5c(-c6ccccc6F)cccc5c4CCN3C(=O)[C@@H]12
  1	2.9
- O=C(c1cc(C2CCCCN2S(=O)(=O)c2cccs2)on1)N1CCOCC1 (stereo unspecified)
  2	4.8
- C[C@H]1CN([C@@H](C)CO)C(=O)CCCn2nncc2CO[C@@H]1CN(C)C(=O)Nc1ccc(N2CCN(C)CC2)cc1
  -2	0.4
- c1ccc(C[C@H]2COc3c4ccccc4nn32)cc1
  0	3.9
- COC(=O)C[C@@H]1CC[C@H](NC(=O)Nc2ccc(OC)cc2)[C@@H](CO)O1
  -2	2.6
- COC(=O)Cc1nnn2c1[C@@H](C)[C@@H](c1ccccc1Br)O[C@@H](C)C2
  -1	0.7
- Cc1ccc(S(=O)(=O)N2[C@H](CC(=O)Oc3ccccc3)OC[C@@H]2C(C)C)cc1
  -1	1.2
- COC(=O)[C@]12CCCCC=C1N(Cc1ccc3c(c1)OCO3)C(=O)[C@H](CC(=O)NCc1ccccc1)C2
  -5	3.7
- CCC(c1nnnn1-c1ccc2c(c1)OCCO2)N1CCN(c2cccc(C)c2C)CC1 (stereo unspecified)
  0	8.5
- Clc1cccc(-c2cc3nc(NCCOc4ccccc4)ccn3n2)c1
  11	2.2
- COc1ccc(-c2ccccc2)cc1NC(=O)[C@@H]1O[C@H](CO)[C@@H](O)[C@H]1O
  0	0.8
- COc1ccc(CCNC(=O)Nc2ccc3c(c2)c(=O)n(C)n3Cc2ccc(Cl)cc2)cc1OC
  -2	1.2
- CCOC(=O)[C@]12CCC=C1N(CCC1=CCCCC1)C(=O)[C@H](CC(=O)NCc1cccs1)C2
  -3	0.1
- FC(F)(F)c1ccccc1Cc1c(-c2cccc(Cl)c2)nc2ccc(Br)cn12
  7	2.7
- O=S1(=O)c2c(cccc2N2CCCCC2)O[C@H](COCc2ccccc2)CN1C1CC1
  -2	1.5
- COC(=O)[C@@]12C[C@@H](CC(=O)NCc3ccc(OC)c(OC)c3)C(=O)N(Cc3cccc4ccccc34)C1=CCC(C)(C)C2
  0	1.1
- Cc1ccc(S(=O)(=O)N2CCC(=O)N([C@H](COCc3ccc(Cl)cc3Cl)Cc3ccccc3)CC2)cc1
  -4	1.6
- COc1cccc(C(=O)N[C@@H](CC(C)C)C(=O)N2CCC[C@H]2C(=O)NCc2ccccc2)c1
  -1	0.9
- CCc1ccc(C(O)c2ncc(-c3ccc(C)cc3)[nH]2)cc1 (stereo unspecified)
  -1	1.9
- O=C(Nc1ccccc1)OC[C@@H]1C=CS(=O)(=O)N1Cc1ccc(Br)cc1
  -3	1.0
- CC(C)(C)S(=O)(=O)N1C[C@H]2CC(=O)C(CCO)=C2[C@@H]1CCO
  1	0.4
- CC(C)NC(=O)c1cccc2c(-c3ccc(F)c(F)c3)coc12
  -4	1.3
- Cc1cc(F)ccc1C(O)c1ncc(-c2cccc3ccccc23)[nH]1 (stereo unspecified)
  0	3.9
- C[C@@H]1CN(c2ccc(N3CCN(C(=O)OC(C)(C)C)C[C@@H]3C)cc2C#N)C[C@H](C)O1
  -1	-1.7
- CC(C)C[C@@H](CN1CCC[C@H]1CN1C(=O)C(=O)NC[C@@H]1Cc1ccc(O)cc1)N1C[C@H](Cc2ccccc2)N(CCc2ccccc2)C(=O)C1=O
  -4	0.7
- CC1Cc2[nH][nH]c(=O)c2C(C2CCCC2)O1 (stereo unspecified)
  -2	3.2
- CCOC(=O)C1(C)CCCN(C(=O)c2ccc3c(c2)OCO3)C1 (stereo unspecified)
  -3	2.5
- COc1ccc(C(O)c2nc(-c3cccc(C(=O)O)c3)cs2)cc1 (stereo unspecified)
  9	0.8

(list continues)
Values run as follows: Wnt act	phage Ecoli inh
- CC(C)CN1CCC1(C)C(=O)Nc1cc(-c2ccccc2)nn1C (stereo unspecified)
  -1	0.8
- CC1(C(=O)NS(=O)(=O)c2ccc(Br)cc2)CCN1C(=O)C/C=C/c1ccccc1 (stereo unspecified)
  1	2.4
- COc1cccc(Cn2cnc(-c3ccccc3OC)c2-c2cccs2)c1
  -4	0.3
- CCc1nc2c(OCC(=O)c3ccc(F)cc3)cccn2c1N(C)C(=O)c1ccccc1F
  -1	2.0
- CCCCC(=O)N(C)c1c(CC)nc2c(OCCC3CCCCC3)cccn12
  -7	-0.1
- COC(=O)[C@]12CCCCC=C1N(Cc1ccc(Cl)cc1Cl)C(=O)[C@H](CC(=O)NCCCCc1ccccc1)C2
  -3	1.3
- Cn1c(NCc2cccnc2)nc2cc(-c3cccc(C(F)(F)F)c3)sc2c1=O
  -2	1.4
